Abeta rescue – restores growth of yeast expressing A-beta42 peptide; Potency, µM (titrated, usually from 46.1 µM), without a hit: at the highest dose growth rescue, usual class: activators; yeast expressing A-beta42, growth rescue, OD600, 48 h; response scale: 0% DMSO, 100% iron-clioquinol control; hit rate 0.063% among 410,000; note: nearly all actives have a fitted effect of over 55% in size
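Growth rescue measured by 600 nm absorbance after 48 h yeast culture at 30 C with compound. Values normalized between DMSO and an equimolar ferric chloride plus clioquinol control.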
FUS suppressor – suppressors of FUS proteinopathy in yeast | S. cerevisiae FUS-expressing, growth rescue, OD600, 24 h | Potency, µM (titrated, usually from 76.6 µM), without a hit: top-dose growth rescue (activation), most hits filed as activators | hit rate 0.24% among 390,000;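 note: plate controls were DMSO vehicle for no effect and reference control for full effect; nearly all actives have a fitted effect of over 55% in size; some results filed as inactive show a strong effect at the top dose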
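Read-out: OD at 600 nm after 24hr at 30C, reporting rescue of FUS-induced yeast toxicity. Cells at OD 0.005 in galactose (2%) minimal medium; compounds tested in a dilution series; CP55940 titration from 92uM final as control.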
The depositor's hits bear a star; ? = inconclusive; [ ] = dose if it differs, or a comment. Calls come from the whole dose curve; as a rule, active = well fitted activation curve with a large enough effect; inconclusive = small, poorly fitted or top-dose-only effect; inactive = no such curve, though single readings can be large or run the other way. Potency is the fitted concentration of half-maximal effect.

SMILES	Abeta rescue	FUS suppressor
COc1ccccc1C(=O)Nc1c(C(=O)N2CCN(c3ccc(F)cc3)CC2)oc2ccccc12	-5%	-3%
COc1ccc(Cn2c(SCc3ccc(C(=O)NC4CCCCC4)cc3)nc3ccncc32)cc1	-11%	14%
COCCCn1c(=O)c2sccc2n2c(CCCC(=O)Nc3cc(C)cc(C)c3)nnc12	-12%	-13%
CC(=O)c1cccc(NC(=O)c2ccc3nc(Cc4ccccc4)oc3c2)c1	13%	13%
CCSc1nn(CC(=O)Nc2cccc(Cl)c2)c(N)c1S(=O)(=O)c1ccc(OC)cc1	12%	?
CCOc1cccc(C(=O)Nc2ccc(-c3nc4cc(C)cc(C)c4o3)cc2)c1	-6%	-10%
CCCCOc1ccc(C(=O)NCCc2csc(-c3ccc(OC)cc3)n2)cc1	-64%[inhibitor]	26%
Fc1ccccc1N1CCN(c2ncnc3c2nc2n3CCCC2)CC1	-24%	11%
O=C(c1ccc2c(c1)N(Cc1ccccc1)C(=O)c1ccccc1S2(=O)=O)N1CCCCCC1	15%	33%
O=C(Cn1cc(SCc2c(F)cccc2Cl)c2ccccc21)N1CCCCCC1	-9%	19%
COc1ccc(NC(=O)CC2C(=O)N(c3ccc(F)cc3)C(=O)N2Cc2ccco2)cc1 (stereo not drawn)	-37%[inhibitor]	5%
CCOc1ccc(C(=O)Nc2ccc(C(=O)OCc3cc(=O)n4nc(CC)sc4n3)cc2)cc1	-7%	-2%
COc1cc(NC(=O)CSc2ccc(-c3sc(C)nc3C)nn2)cc(OC)c1	-22%	?
O=C(Cn1ncn2c(cc3sccc32)c1=O)NCCc1ccccc1	-16%	-34%
Cc1ccc(NC(=O)Cn2c(=O)ccc3cc(S(=O)(=O)N4CCCC4)ccc32)cc1N(C)C	1%	-10%
CC(=O)N1CCc2cc(S(=O)(=O)N3CCN(c4ccc(C)cc4)C(C)C3)ccc21 (stereo not drawn)	-8%	-3%
CC(C)N(Cc1ccccc1)C(=O)CN1C(=O)CSc2ccc(S(=O)(=O)N3CCCC3)cc21	-1%	4%
CCOc1ccc(CCNC(=O)c2cc3cccc4c3n2CCS4)cc1	7%	-2%
O=C(CSC1=Nc2ccccc2C2=NC(CCC(=O)NC3CCCCC3)C(=O)N12)Nc1cccc(C(F)(F)F)c1 (stereo not drawn)	-6%	10%
CCCCN(CC)C(=O)c1c[nH]c2ccc(S(=O)(=O)N(C)c3ccc(Cl)cc3)cc2c1=O	-8%	-7%
COc1cc(-c2noc(-c3nnn(-c4ccc(Cl)cc4)c3C)n2)cc(OC)c1OC	0%	-20%
COc1ccc(NC(=O)c2c(NC(=O)COc3ccccc3)sc3c2CCCCC3)cc1	9%	6%
CCc1cccc(C)c1NC(=O)Cn1cc2c(n1)CCCCC2	16%	-19%
CCC(Sc1nc2ccccc2c2nc(-c3ccccc3)nn12)C(=O)Nc1cccc(OC)c1 (stereo not drawn)	1%	-26%
CC(=O)c1ccc(S(=O)(=O)Nc2cccc(-c3ccc(N4CCCC4)nn3)c2)cc1	6%	4%
COc1ccc(NC(=O)CN(c2ccc(C)cc2)S(=O)(=O)c2cccs2)cc1	-1%	-24%
O=C(Cn1c(-c2cccs2)cc2cc(F)ccc21)NCCc1ccc(Cl)cc1	13%	-12%
Cc1ccc2nc(-c3ccc(NC(=O)COc4c(C)ccc(C)c4C)cc3)sc2c1	12%	7%
COc1ccc(NC(=O)c2c(NCc3cccc(OC)c3)sc3c2CCC3)cc1	24%	37%
CC1CCN(c2csc3ccc(F)cc3c2=O)CC1	-8%	14%
Cc1nn(-c2ccc(N3CCCC3)nn2)c(C)c1CCC(=O)N1CCN(c2ccc(F)cc2)CC1	-1%	16%
COc1cccc(N2C(=O)C(CC(=O)Nc3ccccc3)N(CCc3sccc3C)C2=O)c1 (stereo not drawn)	5%	?
Clc1cccc(CNc2ncnc3c2nc2n3CCCC2)c1	?	-7%
Cc1ccc2oc(=O)c3cc(C(=O)NCCc4ccc(Cl)cc4)sc3c2c1	11%	-28%
CC1(C)CC(=O)c2cc(-c3nc(-c4ccccc4)cs3)c(=O)[nH]c2C1	16%	-8%
O=C(NC1CC(=O)N(c2cccc(F)c2)C1)c1cccs1 (stereo not drawn)	-14%	1%
CCOc1ccc(N(C)C(=O)C2CCN(S(=O)(=O)c3ccc4c(c3)CCCN4C(C)=O)CC2)cc1	-4%	45%
COc1ccc(NC(=O)NCc2cccn2Cc2ccc(F)cc2)cc1OC	6%	10%
CCOc1ccccc1NC(=O)C1CCN(S(=O)(=O)c2ccc(Br)cc2)CC1	3%	9%
Cc1nc(-c2ccccc2)sc1-c1ccc(SCC(=O)NCc2ccc(Cl)cc2)nn1	-7%	15%
O=C(Cc1ccc(F)cc1)NC1CC(=O)N(c2ccccc2)C1 (stereo not drawn)	3%	-5%
O=C(Nc1ccc(OCc2cc(=O)n3c4c(sc3n2)CCCC4)cc1)c1ccc(F)cc1	1%	-20%
CCc1ccc(OCC(=O)Nc2c(C(=O)c3ccc(Br)cc3)oc3ccccc23)cc1	6%	-10%
O=C(NCCCN1CCN(c2ccc(F)cc2)CC1)Nc1ccccc1Cl	-19%	-23%
CCCCn1cc(S(=O)(=O)c2ccc(C)c(C)c2)c(=O)c2cc(F)c(N3CCCC(C)C3)cc21 (stereo not drawn)	2%	-30%
Cc1ccc(NC(=O)Nc2nnc(N3CCCCC3)s2)c(C)c1	-16%	-10%
COc1cc2ccccc2cc1C(=O)Nc1cccc(-c2nc3cc(C)ccc3o2)c1C	-19%	-24%
CCN1CCN(C(=O)Cn2ncc3c4ccccc4n(Cc4ccccc4)c3c2=O)CC1	-8%	-7%
CCOC(=O)c1sc2ccccc2c1S(=O)(=O)N1CCN(c2ccccc2)CC1	-4%	9%
CCc1ccccc1NC(=O)CSc1nc(-c2ccccc2OC)nc2c1Cc1c(CO)cnc(C)c1O2	-7%	?
Cc1cccc(-n2c(Cc3ccccc3)nnc2SCc2nc(-c3cccs3)no2)c1	-19%	?
O=C(NCCc1csc2nc(-c3ccccc3F)nn12)c1ccccc1C(F)(F)F	3%	6%
CC(C)c1ccc(S(=O)(=O)c2cnc(SCC(=O)Nc3ccc4c(c3)OCCO4)[nH]c2=O)cc1	-5%	24%
CCC(=O)N1CCc2cc(Br)cc(S(=O)(=O)N3CCCC(C(=O)N(C)c4ccc(Br)cc4)C3)c21 (stereo not drawn)	-14%	?
CCc1cc(=O)oc2cc(C)c3c(-c4ccc(F)cc4)coc3c12	1%	-5%
CCOC(=O)c1ccccc1NC(=O)CSc1nc2ncccc2[nH]1	5%	2%
CC(=O)c1ccc(OC(=O)c2c(-c3ccccc3Cl)noc2C)cc1	8%	-9%
CCCS(=O)(=O)NCCc1csc2nc(-c3ccc(C)cc3)nn12	7%	-2%
COc1ccc(C2CC(=O)c3cc(-c4nc(-c5cccc([N+](=O)[O-])c5)cs4)c(=O)n(-c4ccccc4C)c3C2)cc1 (stereo not drawn)	-14%	1%
Cc1cccc(N2CCN(S(=O)(=O)c3ccc(-c4cnc(C5CC5)o4)cc3)CC2)c1C	-5%	41%

Later entries
SMILES	Abeta rescue	FUS suppressor
CCOc1ccc(N(C(C)C(=O)Nc2cc(Cl)ccc2OC)S(C)(=O)=O)cc1 (stereo not drawn)	?	?
Cc1ccc2[nH]c3c(=O)n(CC(=O)N4CCN(c5cccc(C(F)(F)F)c5)CC4)ncc3c2c1	-9%	-2%
COc1ccc(C2C(C(=O)Nc3ccccc3)=C(C)Nc3c(C(=O)Nc4ccccc4)cnn32)cc1 (stereo not drawn)	-19%	36%
CCOc1ccc(-c2c(C)nn3c(C)c(C(=O)Nc4cc(C)cc(C)c4)cnc23)cc1OCC	-22%	16%
CC(Sc1nc(=O)cc(N)n1CCc1ccccc1)C(=O)Nc1ccc(Cl)cc1 (stereo not drawn)	33%	41%
O=C(c1ccc([N+](=O)[O-])cc1)N1CCN(c2ccc(Nc3ccccc3)nn2)CC1	-8%	-4%
COc1ccc(CCNC(=O)CCCCn2c(=O)c3ccccc3n(Cc3cc(C)ccc3C)c2=O)cc1OC	-6%	-6%
CNS(=O)(=O)c1cn(CC(=O)N2CCN(c3ccc(C(C)=O)cc3)CC2)cc1S(=O)(=O)NC	-6%	14%
CCOc1cc2[nH]c(=O)n(Cc3ccc(C(=O)NCCN(CC)CC)cc3)c(=O)c2cc1OCC	3%	-2%
CCN(c1ccccc1)S(=O)(=O)c1ccc(NC(=O)c2cc(=O)c3cc(C)cc(C)c3o2)cc1	-10%	-19%
Cc1ccc(-n2nc3c(N4CCC(C(=O)NCc5ccccc5Cl)CC4)nnc(C)c3c2C)cc1	-19%	4%
Cc1cccc(NC(=O)CSc2nc3c(oc4ccccc43)c(=O)n2-c2ccccc2)c1C	2%	2%

Compound profiles (already shown). Order of screens: Abeta rescue	FUS suppressor
Listed for COc1ccc(CCNC(=O)CCCCn2c(=O)c3ccccc3n(Cc3cc(C)ccc3C)c2=O)cc1OC → -6%	-6%
Listed for CCCCN(CC)C(=O)c1c[nH]c2ccc(S(=O)(=O)N(C)c3ccc(Cl)cc3)cc2c1=O → -8%	-7%
Listed for O=C(Cn1c(-c2cccs2)cc2cc(F)ccc21)NCCc1ccc(Cl)cc1 → 13%	-12%
Listed for O=C(NCCCN1CCN(c2ccc(F)cc2)CC1)Nc1ccccc1Cl → -19%	-23%
Listed for CCC(=O)N1CCc2cc(Br)cc(S(=O)(=O)N3CCCC(C(=O)N(C)c4ccc(Br)cc4)C3)c21 (stereo not drawn) → -14%	?

Following part.
SMILES	Abeta rescue	FUS suppressor
COc1cccc(-n2cc(C(=O)NCc3ccc(C)cc3)c3ccccc3c2=O)c1	8%	43%
CCCCNC(=O)CCCn1c(=O)c2ccccc2n(Cc2ccc(Cl)cc2)c1=O	-6%	13%
COc1ccccc1CNC(=O)c1c(O)nc2c(C)cccn2c1=O	-11%	-3%
COc1ccc2c(c1)NC(c1ccc(OCC(C)C)cc1)=NC(c1ccncc1)=N2	-14%	36%
CN(C)S(=O)(=O)N(CC(=O)NCCSCc1cccc(Cl)c1)c1ccccc1	3%	?
CN(C)CCNC(=O)CCCN1C(=O)c2cccnc2Oc2ccc(Cl)cc21	3%	-11%
CCOC(=O)c1cccc(NC(=O)Cc2ccc(NC(=O)N3CCCCc4ccccc43)cc2)c1	-4%	19%
Cc1ccc(-c2nc3c(c(SCC(=O)N(C)c4ccccc4)n2)Cc2c(CO)cnc(C)c2O3)cc1	13%	?
Cc1ccccc1NC(=O)CSc1nc(-c2ccc(F)cc2)nc2c1Cc1ccccc1O2	-6%	-4%
CCOc1ccc(CCNC(=O)c2sc3ncccc3c2-n2c(C)ccc2C)cc1	-12%	?
O=C(O)CCC(=O)N1CCc2cc(S(=O)(=O)NCc3ccc(F)cc3)ccc21	-9%	3%
Cc1ccc(Cc2nc3ccccc3nc2SCC(=O)N2CCCCC2C)cc1 (stereo not drawn)	-9%	?

Rewritten with values under each structure: entries from further up.
Values run as follows: Abeta rescue, FUS suppressor
COc1ccccc1CNC(=O)c1c(O)nc2c(C)cccn2c1=O
  -11%, -3%
COc1ccc2c(c1)NC(c1ccc(OCC(C)C)cc1)=NC(c1ccncc1)=N2
  -14%, 36%
CN(C)S(=O)(=O)N(CC(=O)NCCSCc1cccc(Cl)c1)c1ccccc1
  3%, ?
CN(C)CCNC(=O)CCCN1C(=O)c2cccnc2Oc2ccc(Cl)cc21
  3%, -11%

Continuation:
SMILES	Abeta rescue	FUS suppressor
CCCCNC(=O)c1cnn2c(C)c(Cc3c(C)cc(C)cc3C)c(C)nc12	-9%	?
CCOc1ccccc1C(=O)NCc1ccc2c(c1)CCN2C(C)=O	-10%	-2%
CCN(C(=O)CSc1nc2ccccc2nc1Cc1ccccc1OC)c1ccccc1	-10%	11%
CCC(Oc1ccccc1)C(=O)Nc1ccc(O)c(-c2nc3cc(C)ccc3o2)c1 (stereo not drawn)	-1%	6%
O=C(Nc1ccc(Cl)c(C(F)(F)F)c1)C1CCN(S(=O)(=O)c2cccc3nonc23)CC1	-1%	-25%
COC(=O)c1cccc(Nc2c(-c3ccc(O)c(OC)c3)nc3nc[nH]n23)c1	-6%	13%
Cc1c(Cl)cccc1-n1ncc(C(=O)N2CCc3ccccc3C2)c1C1CCN(C(=O)OC(C)(C)C)CC1	2%	32%
Cc1nc2cc(C(=O)NC3CCCCCC3)ccc2n1-c1ccc(Br)cc1	-27%	-4%
CCOC(=O)c1c(C)[nH]c(C)c1S(=O)(=O)NCC(=O)Nc1ccc(C)c(N(C)C)c1	-7%	-1%
COc1ccccc1OCC(=O)NCC1(N(C)C)CCCCC1	-9%	-24%
CCOC(=O)c1cc2c(=O)n3ccccc3nc2n(CC2CCCO2)c1=NC(=O)c1ccccc1F (stereo not drawn)	-9%	18%
CCOc1ccc(NC(=O)C(C)Sc2nnc3cc(C)c4ccccc4n23)cc1 (stereo not drawn)	-7%	7%
CCn1c(CNC(=O)c2ccc(OC)cc2)nnc1SCC(=O)Nc1ccc(F)cc1	-12%	-5%
CCOC(=O)c1c(NC(=O)COc2cccc(C(F)(F)F)c2)sc2c1CCC(C)C2 (stereo not drawn)	8%	-7%
Cc1ccc(Cl)cc1NC(=O)c1cccc(NC(=O)N2CCSc3ncccc32)c1	0%	39%
Cc1cc(C)c(-c2csc(-c3cc4ccccc4oc3=O)n2)cc1C	-22%	4%

Compound activity as filed in PubChem BioAssay.

Not all compounds are listed, so the mix of outcomes need not match the whole.
